# From PubChem BioAssay
# GSK3 alpha inh: blockers of GSK3A enzyme activity – biochemical, luminescence, cell-free homogeneous, HTS, primary screen. Glycogen synthase kinase-3 alpha (Homo sapiens), P49840. inhibition, % at 10 µM. GSK-3 alpha kinase, ADP-Glo luminescence, 60 min. 0.1% of 320,000 active;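 in the data active = inhibition above about 50%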;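 also: GST-tagged GSK-3 alpha with peptide substrate and 25 µM ATP; 0% = DMSO neutral wells and 100% = GW8510 positive control wells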
# Target sequence (P49840 whole entry, looked up): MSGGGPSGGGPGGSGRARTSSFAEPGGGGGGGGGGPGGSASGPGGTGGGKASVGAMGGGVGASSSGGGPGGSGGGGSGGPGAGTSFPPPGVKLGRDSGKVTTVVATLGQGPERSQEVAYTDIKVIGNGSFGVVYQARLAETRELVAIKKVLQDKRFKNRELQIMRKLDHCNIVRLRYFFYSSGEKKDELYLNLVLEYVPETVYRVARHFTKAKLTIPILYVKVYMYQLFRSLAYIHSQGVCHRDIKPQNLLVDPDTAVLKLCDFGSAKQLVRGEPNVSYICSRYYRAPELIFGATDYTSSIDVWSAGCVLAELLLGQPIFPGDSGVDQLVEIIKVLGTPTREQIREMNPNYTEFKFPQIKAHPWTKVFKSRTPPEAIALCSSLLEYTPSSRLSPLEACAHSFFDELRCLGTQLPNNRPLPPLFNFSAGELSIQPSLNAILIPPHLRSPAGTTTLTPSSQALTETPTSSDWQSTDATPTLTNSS
# Starred values were filed as active, the others as inactive. An excerpt; count on the stated rates, not on these rows.
Structure,GSK3 alpha inh
CSc1ncccc1C(=O)OCC(=O)c1[nH]c(C)c(C(C)=O)c1C,-3.9
Nc1cc(N)nc(SCC(=O)NCc2ccc3c(c2)OCO3)n1,-2.7
CN(C(=O)COC(=O)c1cccnc1Cl)C1CCCCC1,-3.2
Oc1ccc(Cl)cc1CNCc1ccc(Cl)cc1,-0.6
COc1cc(Cl)c(C)cc1NC(=O)CSC1=NCCS1,-2.8
CC1CC(C)(C)CC2(C1)NC(=O)N(CC(=O)N1CCN(S(=O)(=O)c3cccs3)CC1)C2=O (stereo not drawn),-0.8
CC(=O)c1cccc(OCC(=O)OCC(=O)Nc2cc(S(=O)(=O)N3CCCCC3)ccc2C)c1,2.4
Cc1ccccc1NC(=O)Cc1nc(COC(=O)c2cc(Br)ccc2O)cs1,-3.1
O=C(NC1CCCC(C(F)(F)F)C1)c1ccc([N+](=O)[O-])o1 (stereo not drawn),0.2
CCOC(=O)c1c(C)[nH]c(C(=O)Nc2cc(OCC)c(N3CCOCC3)cc2OCC)c1C,-1.4
O=C(COC(=O)c1ccccc1OCc1ccccc1Cl)NC1CCS(=O)(=O)C1 (stereo not drawn),-3.7
COc1ccccc1NS(=O)(=O)c1ccc(C)c(C(=O)N2CCCC2)c1,-4.5
CCC(=O)N1N=C(c2ccc(NS(=O)(=O)c3ccc(C)cc3)cc2)CC1c1ccco1 (stereo not drawn),-0.6
O=C(NCc1ccccc1)c1nncc(-c2ccccc2)n1,0.8
C#CCOCCOCCOCCNc1nc(N2CCN(C(=O)Cn3cc(CCCCN)nn3)CC2)nc(N2CCN(C(=O)[C@H]([C@@H](C)CC)n3cc(CCCCN)nn3)CC2)n1,2.9
COc1ccc(C(=O)NC(=S)NNC(=O)c2ccncc2)cc1Br,6.6
CN(CC(=O)Nc1ccc(Cl)cc1)C(=O)CCNC(=O)c1ccc(Cl)cc1,16.7
Cc1ccc(Cl)cc1NC(=O)Cn1c(C)csc1=O,-1.6
CC(C)=CCC[C@](C)(O)C1CC[C@]2(C)C1C(O)CC1[C@@]3(C)CCC(O)C(C)(C)C3C(O[C@@H]3OC(CO)C(O)C(O)C3O[C@@H]3OC(C)C(O)C(O)C3O)C[C@]12C (stereo partly drawn),0.0
Cc1noc(C)c1NC(=O)Nc1ccc2c(c1)C(=O)N([C@H](C)CO)C[C@H](C)[C@@H](CN(C)C(=O)Nc1c(C)noc1C)O2,-3.8
O=C(C[C@H]1C/C=C\C[C@@H](Cc2ccc(F)cc2)C(=O)OC[C@H]2CCCN2C1=O)N[C@H](CO)Cc1ccccc1,-0.4
COc1ccccc1CNC(=O)c1cccc(S(=O)(=O)N2CCN(c3ccc(F)cc3)CC2)c1,-1.1
COc1cccc(-c2ncc3ccccc3c2COC(=O)CCC(=O)O)c1,1.7
CN(c1ccccc1)S(=O)(=O)c1cccc(NS(=O)(=O)c2cccc(C(=O)O)c2)c1,-3.0
CCCCN(C(=O)CSc1ncnc2sccc12)c1c(N)n(Cc2ccccc2)c(=O)[nH]c1=O,-1.0
COc1ccc(C(=O)O)cc1S(=O)(=O)NCc1ccncc1,-1.4
CC1CCCCC12NC(=O)N(CC(=O)N1CCN(c3ccccc3)CC1)C2=O (stereo not drawn),-2.9
O=C(Nc1cc(S(=O)(=O)N2CCOCC2)ccc1N1CCCC1)c1ccc(F)cc1,-6.0
O=S(=O)(NC1=NCCCCC1)c1cc(F)ccc1F,-2.4
CCN(C(=O)CSc1nnc(-c2ccco2)n1C)c1c(N)n(Cc2ccccc2)c(=O)[nH]c1=O,-3.9
COc1ccc(S(=O)(=O)N2CCN(c3nc(-c4cccnc4)nc4ccccc34)CC2)cc1,7.5
O=C(COC(=O)CCN1C(=O)C2CC=CCC2C1=O)Nc1ccc(Cl)cc1F (stereo not drawn),-4.5
O=C(CSc1ccccc1C(=O)N1CCN(c2ccccc2)CC1)N1CCCC1,1.0
O=C(c1cc(Br)ccc1O)N1CCN(S(=O)(=O)Cc2ccccc2)CC1,-4.2
COc1ccccc1C(=O)NCC(=O)Nc1ccc2c(c1)CCC2,-4.1
CCC(CC)c1nnc(NC(=O)c2cccc(S(=O)(=O)N3CCOCC3)c2)s1,-1.9
C/C=C(\C)C(=O)O[C@@H]([C@H](O)c1cc2ccc(=O)oc2cc1OC)C(C)(C)O,1.9
CC1=C/C(=C(/c2ccc(O)c(C)c2)c2ccccc2S(=O)(=O)O)C=CC1=O,-6.5
Cc1c(C(=O)NC2CC2)oc2ccccc12,-0.8
COc1ccccc1OCCC(=O)Nc1cccc(S(=O)(=O)N2CCOCC2)c1,1.5
COc1ccccc1CC(=O)N1CCN(S(=O)(=O)c2ccccc2F)CC1,-0.2
CC(C)(C)OC(=O)C[C@H]1C/C=C\C[C@H](CC(=O)N(CCO)Cc2ccccc2)C(=O)N2CCC[C@H]2COC1=O,-0.2
CC1CN(S(=O)(=O)c2cccc(C(=O)N3CCC(C(N)=O)CC3)c2)CC(C)O1 (stereo not drawn),-0.7
C[C@H](CO)N1C[C@H](C)[C@@H](CN(C)C(=O)Nc2ccccc2)Oc2ccc(NC(=O)Cc3ccccc3)cc2C1=O,0.4
Cc1ccc(CN2CC(C(=O)NNC(=O)Cn3ccc(C(F)(F)F)n3)CC2=O)cc1 (stereo not drawn),-1.3
COc1cc(C(=O)N2CCN(S(=O)(=O)c3ccc(C)cc3C)CC2)ccc1OCC(=O)N1CCOCC1,-0.3
c1nc(CCO[C@H]2CCCCO2)cc2cc3c(cc12)OCO3,1.3
CC(C)C(NC(=O)C1CC(=O)N(Cc2ccccc2)C1)c1nc2ccccc2[nH]1 (stereo not drawn),-0.4
Cc1ccc(NS(=O)(=O)c2ccc(Cl)c(N=Nc3c(O)[nH]c(=O)[nH]c3=O)c2)cc1Cl,-0.3
C[C@H](NC(=O)c1ncn(Cc2ccccc2)c1C(=O)N[C@@H](C)c1ccccc1)c1ccccc1,1.3
CC1=C(CC(=O)O)c2cc(F)ccc2C1=Cc1ccc(S(C)(=O)=O)cc1,-3.3
COc1cccc2sc3cc(C#CC4(O)CCCCC4)ccc3c(=O)c12,-0.9
O=C(NNC(=O)c1ccccc1F)c1ccc(S(=O)(=O)N2CCCCC2)cc1,-5.2
O=C(Nc1cc(S(=O)(=O)N2CCOCC2)ccc1Cl)c1ccncc1,-5.1
CCCCn1c(N)c(N(CCOC)C(=O)C2CC(=O)N(Cc3ccco3)C2)c(=O)[nH]c1=O (stereo not drawn),-1.1
O=C(OCc1csc(-c2ccccc2)n1)C1=NN(c2ccccc2)C(=O)CC1,4.2
COc1ccc(OCC(=O)OCC(=O)NC2CC2)cc1,-2.3
CC(=O)c1cccc(NC(=O)CN2C(=O)C(=O)N(Cc3ccco3)C2=O)c1,-2.0
Cc1ccc(F)cc1NC(=O)COC(=O)c1ccc2ncsc2c1,-0.2
COc1ccccc1C(=O)NCCC(=O)Nc1ccc(S(=O)(=O)N2C(C)CCCC2C)cc1 (stereo not drawn),1.3

# Next part:
Structure,GSK3 alpha inh
CCCCNc1c(-c2ccc(OC)c(SC(C)CC)c2)nc2ccc(Cl)cn12 (stereo not drawn),1.9
Cc1cccc(NC(=O)c2nc[nH]c2C(=O)NC2CCN(C(=O)OC(C)(C)C)CC2)c1,9.2
CNc1cc(NS(=O)(=O)c2ccc(N)cc2)nc(NC)n1,-2.4
c1ccc2c(C3CCO3)cccc2c1 (stereo not drawn),-3.0
CN(c1ccccc1)S(=O)(=O)c1cccc(NC(=O)C2CCCO2)c1 (stereo not drawn),-2.8
COc1ccc2cc(C(C)C(=O)OC(C)C)ccc2c1 (stereo not drawn),-4.4
CCN(C[C@H]1N[C@@](Cc2ccccc2)(C(=O)OC)[C@H]2C(=O)N(C)C(=O)[C@@H]12)C(=O)NC(C)C,0.1
c1ccc(CNc2ccc(N3CCOCC3)cc2)cc1,2.1
Cc1ccc(NC(=O)COC(=O)c2c(-c3ccccc3)noc2C)c(C)c1,0.5
CCCCNC(=O)c1onc(CS(=O)(=O)c2ccccn2)c1C(=O)NCCCC,1.1
O=C(CNC(=O)c1cccc(N2C(=O)c3ccccc3C2=O)c1)Nc1ccc(F)c(F)c1,-3.7
CC1CC(C)(C)CC2(C1)NC(=O)N(CC(=O)Nc1c(F)cccc1F)C2=O (stereo not drawn),-1.6
O=C(CNC(=O)c1ccco1)OCc1ccccc1Cl,-0.1
COc1ccc(CCNC(=O)CN2C(=O)NC3(CCCCC3)C2=O)cc1,-3.5
Cc1ccc(SCC(=O)OCC(=O)NCc2ccco2)cc1,-1.7
O=C(NNC(=O)c1ccc(Cl)nc1)c1ccc(Br)cc1,-1.4
CC(=O)N1CCN(CC(=O)Nc2ccccc2C(=O)Nc2ccccc2)CC1,0.6
CCOc1ccc(S(=O)(=O)N2CCC(C(=O)Nc3cc(S(C)(=O)=O)ccc3Cl)CC2)cc1,1.5
O=C(COC(=O)c1ccc2ncsc2c1)NCc1ccc(Cl)cc1,-2.7
COc1cc(C2=CN(Cc3ccccc3)CCC2=O)cc(OC)c1OC,0.2
CC(CCCCCCCCC(=O)O)N(CCO)C(=O)OC(C)(C)C (stereo not drawn),-2.6
O=C(OCC(=O)N1CCc2ccccc21)c1ccc(Br)o1,0.9
O=C(O)c1ccccn1,-0.1
COC(=O)[C@]1(C)N[C@H](CN(C)C(=O)c2ccc(F)cc2)[C@@H]2C(=O)N(Cc3ccccc3)C(=O)[C@@H]21,-1.4
CCc1nc2ccccc2c(C(=O)OCC(=O)Nc2ccc(NC(C)=O)cc2)c1C,6.0
CN(C(=O)COc1ncnc2sccc12)C1CCCCC1,1.7
O=S(=O)(c1ccccc1F)N1CCN(Cc2cc3c(cc2Br)OCCO3)CC1,-3.1
O=C(COC(=O)c1cc(S(=O)(=O)N2CCOCC2)c(Cl)cc1Cl)NCc1ccco1,-0.2
CCN1C(=O)[C@@H]2[C@@H](c3ccc(-c4ccc(F)cc4)c(OC)c3)N3CCCC[C@@]3(C(=O)OC)[C@@H]2C1=O,-0.7
CC(C)(C)c1ccc(C(=O)NCCC(=O)NNC(=O)COc2ccc(F)cc2)cc1,1.2
CC1CCCN(C(=O)CN2C(=O)NC(C)(c3ccc4ccccc4c3)C2=O)C1 (stereo not drawn),0.9
CN(c1ccc(OCC(=O)Nc2ccccc2C(=O)O)cc1)S(=O)(=O)c1ccc(Cl)cc1,2.6
C[C@@]12C(=O)N(Cc3ccc(Cl)cc3)CC(=O)N1[C@H]1c3ccccc3OC[C@@H]1[C@@H]2c1ccccc1,-3.9
C=CCC[C@H](Cc1ccc(F)cc1)C(=O)O[C@H](CNC(=O)[C@@H](CC=C)CC(=O)N(CCO)Cc1ccccc1)c1ccccc1,-1.2
CN(C(=O)c1ccccc1C(=O)OCC(=O)Nc1ccccc1)c1ccccc1,-1.3
Cc1ccc(S(=O)(=O)N2CCCN(C)c3nc4ccccc4nc32)cc1,0.1
C[C@H](CO)N1C[C@H](C)[C@@H](CN(C)C(=O)Nc2ccc(C(F)(F)F)cc2)Oc2ccc(NC(=O)c3ccncc3)cc2C1=O,-1.1
COCc1c(C(=O)OCC(=O)N2CCCC2=O)oc2ccccc12,-3.0
CN(CC(=O)NCC1CCCCC1)CC(=O)Nc1ccc(F)cc1,14.1
Fc1ccc2cc(-c3ccccc3)ncc2c1,0.7

# Reformatted: two of the compounds above.
GSK3 alpha inh,SMILES
-3.7,O=C(COC(=O)c1ccccc1OCc1ccccc1Cl)NC1CCS(=O)(=O)C1 (stereo not drawn)
-3.0,COCc1c(C(=O)OCC(=O)N2CCCC2=O)oc2ccccc12

# More entries follow:
Structure,GSK3 alpha inh
CC(C(=O)Nc1ccc(C#N)cc1)N1CCN(C(=O)C2CC2)CC1 (stereo not drawn),-2.8
Cc1cccc(OCCNC(=O)CCNS(=O)(=O)c2ccc3ccccc3c2)c1,-0.5
COc1cc(OC)cc(-c2c(C#Cc3ccsc3)c3cc(-c4ccc5[nH]ccc5c4)ccc3n2C)c1,-2.1
O=C(CSc1nnc(C2CC2)n1C1CC1)c1ccc(Br)s1,-1.2
Cc1cc(C)c(C)c(S(=O)(=O)Nc2ccccc2N2CCOCC2)c1C,-1.8
CC1CC(C)CN(S(=O)(=O)c2ccc(C(=O)N(C)Cc3ccccc3)cc2)C1 (stereo not drawn),-5.1
Cc1cc(N(C)C)nc(Nc2ccccc2)n1,-3.2
CCOc1ccc(NC(=O)CN(C)C(=O)c2cc3c(s2)CCC(C)C3)cc1OCC (stereo not drawn),-0.9
CC(=O)Nc1ccc(NC(=O)c2cccc(S(=O)(=O)N(C)C3CCCCC3)c2)cc1,-4.7
CCC(C)N(C(=O)CSc1ncnc2sccc12)C1CCS(=O)(=O)C1 (stereo not drawn),-0.1
C[N+](C)(CCCCCC[N+](C)(C)CCCN1C(=O)c2cccc3cccc(c23)C1=O)CCCN1C(=O)c2cccc3cccc(c23)C1=O,-0.3
CC(OC(=O)/C=C/c1ccccc1)C(=O)NC1CCCCC1C (stereo not drawn),-1.2
Cc1ccc2c(c1)C(=O)C(=O)N2c1ccc(Cl)cc1,-5.4
Cc1nc2ccc(NC(=O)[C@H](C)N3C(=O)C4CC=CCC4C3=O)cc2s1 (stereo partly drawn),1.9
COc1ccc(NC(=O)CN2CCN(C(C)=O)CC2)cc1S(=O)(=O)N1CCOCC1,0.5

# Molecules above that contain a CF3 group:
Structure,GSK3 alpha inh
O=C(NC1CCCC(C(F)(F)F)C1)c1ccc([N+](=O)[O-])o1 (stereo not drawn),0.2
Cc1ccc(CN2CC(C(=O)NNC(=O)Cn3ccc(C(F)(F)F)n3)CC2=O)cc1 (stereo not drawn),-1.3
C[C@H](CO)N1C[C@H](C)[C@@H](CN(C)C(=O)Nc2ccc(C(F)(F)F)cc2)Oc2ccc(NC(=O)c3ccncc3)cc2C1=O,-1.1
